Bioassay records (PubChem)
TNAP inh pNP – human TNAP inhibition, p-nitrophenol detection; purified TNAP, pNPP hydrolysis, absorbance 405 nm; inhibition, % at 20 µM; 21,000 tested, under 10 active; AID 615;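 further: 0% = DMSO only wells and 100% = 1 mM levamisole wells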
Target sequence (P05186 whole entry, looked up): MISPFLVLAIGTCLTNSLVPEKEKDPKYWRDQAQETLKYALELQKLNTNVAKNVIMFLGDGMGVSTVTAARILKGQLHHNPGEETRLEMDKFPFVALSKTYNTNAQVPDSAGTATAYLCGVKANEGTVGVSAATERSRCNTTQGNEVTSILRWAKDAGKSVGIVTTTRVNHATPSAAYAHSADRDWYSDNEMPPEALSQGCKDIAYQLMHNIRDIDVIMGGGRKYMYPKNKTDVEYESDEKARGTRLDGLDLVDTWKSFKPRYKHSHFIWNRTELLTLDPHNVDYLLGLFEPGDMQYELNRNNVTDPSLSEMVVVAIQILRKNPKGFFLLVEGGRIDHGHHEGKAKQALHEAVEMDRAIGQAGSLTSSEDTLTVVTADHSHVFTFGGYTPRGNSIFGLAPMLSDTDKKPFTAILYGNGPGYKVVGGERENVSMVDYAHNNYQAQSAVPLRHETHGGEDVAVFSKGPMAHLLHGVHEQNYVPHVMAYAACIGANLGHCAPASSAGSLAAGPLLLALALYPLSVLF
TNAP Pi inh – inhibitors of human tissue-nonspecific alkaline phosphatase; 21,000 tested, under 10 active; P05186; purified TNAP, pNPP, malachite green phosphate absorbance; inhibition, % at 20 µM
An asterisk follows results filed as active.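 How the source made its calls: active means inhibition above 50% at the 20 µM single-dose screen; inactive means the rest.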 Only part of the results is shown; rates above refer to the full screens.

TNAP Pi inh,TNAP inh pNP,Molecule
-9,-12,Cc1ccccc1NCN1C(=O)C2C3C=CC(C3)C2C1=O (stereo not given)
-16,4,COc1ccc(CCN(Cc2nc3ccccc3c(=O)[nH]2)C(=O)c2ccco2)cc1
5,-1,Cc1cc(=O)oc2c(CN(C)Cc3ccccc3)c(O)ccc12
3,4,S=c1[nH]nc(-c2ccncc2)n1Cc1ccco1
-2,5,COc1ccc(CCNS(=O)(=O)c2ccc(S(=O)(=O)N3CCCC3)cc2)cc1OC
0,2,COC(=O)c1sc2nc3c(cc2c1N)C(=O)CC(C)(C)C3
10,6,OCCNc1ncnc2c1ncn2Cc1ccccc1
5,2,O=C(O)CC(C(=O)NCc1ccccc1)C1CCCO1 (stereo not given)
-5,4,Cc1cccc(-c2noc(-c3ccccc3C(=O)NCC3CCCO3)n2)c1 (stereo not given)
8,1,CCOC(=O)C1CCN(CC(=O)Nc2c(C(=O)OC)[nH]c3cccc(Cl)c23)CC1
-4,4,CCN(Cc1cc2ccccc2[nH]c1=O)C(=O)C(C)C
19,9,COc1ccc(C(C)(C)C)cc1S(=O)(=O)N1CCN(C)CC1
4,1,COc1ccc(-n2nnnc2SCC(=O)Nc2cccc(NC(C)=O)c2)cc1OC
0,0,CCn1c(SCC(=O)OC2CCCCC2)nnc1-c1ccncc1
0,0,COCCN(CC(=O)NCc1ccc(F)cc1)C(=O)CCC(=O)Nc1ccccn1
-8,-6,CCOC(=O)CC(=O)CSc1nc(N)c(C#N)c(-c2ccc(F)cc2)c1C#N
3,4,COc1ccc(NC(=O)Nc2ccc(OCC(=O)N3CCOCC3)cc2)cc1OC
-15,2,COc1ccc(F)cc1S(=O)(=O)N1CCCN(S(=O)(=O)c2cc(F)ccc2OC)CC1
4,8,COC(=O)[C@@H](NC(=O)NCc1cccs1)C(C)C
12,7,CCCCNc1nc2c(c(=O)n(C)c(=O)n2C)n1Cc1cccc(OC)c1
10,4,CCCOc1ccccc1C(=O)N(Cc1cccs1)C1CCS(=O)(=O)C1 (stereo not given)
0,0,CC12CCC(=O)N1C(C(=O)O)Cc1c2[nH]c2ccccc12 (stereo not given)
8,3,Cc1[nH]n2c(=O)c(C#N)c(-c3ccccc3)nc2c1-c1ccccc1
-13,-10,O=C1CSC(=Nc2ccc(O)cc2)N1c1ccc(O)cc1
10,6,Cc1cccc(NC(=O)c2sc(NC(=O)c3ccco3)c(C#N)c2C)c1C
5,5,COn1c(SCC(N)=O)nc2ccccc2c1=O
4,0,CCCC(=O)Nc1ccc(Cl)c(NC(=O)C(C)(C)C)c1
-3,-3,Cc1ccc2[nH]c(CCN(C)C)c(CC#N)c2c1
6,0,C=CCNc1nc2ccccc2nc1NS(=O)(=O)c1cccs1
1,-1,O=C(NCCCN1CCOCC1)c1c(O)c2ccccc2[nH]c1=O
8,4,COC(=O)c1cc(=O)n2c(-c3ccc(OC)cc3)csc2n1
6,2,N#Cc1ccc(CSc2nnc(NC(=O)C3CCCO3)s2)cc1 (stereo not given)
-18,2,O=C1CCCc2c1nc(-c1ccco1)n2O
11,5,CCN1CCN(CC(=O)Nc2sc3c(c2C#N)CCC(C)C3)CC1 (stereo not given)
11,4,Cc1sc2nc(C3CC3)nc(NCCNS(C)(=O)=O)c2c1C
5,5,C=CCNc1nc(C2(C)CC3(CC(C)OC3=O)C(=O)O2)cs1 (stereo not given)
10,13,O=C(CSc1nnc(-c2ccccc2)o1)c1nnc(-c2ccccc2)o1
9,4,COc1ccc2c(c1OC)C(=O)N(c1ccccn1)C2
-1,5,O=C(Cc1c(O)c2ccccc2[nH]c1=O)NC1CCCCCCC1
-8,7,O=C(CCc1ccc(CCC(=O)c2cccs2)s1)c1cccs1
-1,-15,CS(=O)(=O)N(CC(=O)N1CCN(Cc2ccc3c(c2)OCO3)CC1)c1ccc2c(c1)OCO2
6,1,O=C(Nc1nc2ccccc2n1CCN1CCCC1)C1CCCCC1
9,6,COCCn1c(SCc2cccnc2)nnc1-c1ccco1
10,2,Cn1c(COc2ccc3ccccc3c2)nnc1SCC(N)=O
0,0,O=C(Nc1cccc(Cl)c1)c1ccncc1
9,0,c1ccc(N2CCCCC2)c(NC2=NCCC2)c1
4,2,NS(=O)(=O)c1ccc(CNC(=O)NC23CC4CC(CC(C4)C2)C3)cc1
11,4,CCC(c1nnnn1Cc1cccs1)N1CCN(C2CCCC2)CC1 (stereo not given)

Gathered by group, the compounds so far with fluorine
TNAP Pi inh,TNAP inh pNP,Molecule
0,0,COCCN(CC(=O)NCc1ccc(F)cc1)C(=O)CCC(=O)Nc1ccccn1
-8,-6,CCOC(=O)CC(=O)CSc1nc(N)c(C#N)c(-c2ccc(F)cc2)c1C#N
-15,2,COc1ccc(F)cc1S(=O)(=O)N1CCCN(S(=O)(=O)c2cc(F)ccc2OC)CC1

Remaining list, next part:
TNAP Pi inh,TNAP inh pNP,Molecule
8,3,COc1ccccc1COCC(O)CNCC1(N2CCCCC2)CCCCC1 (stereo not given)
19,8,COc1cccc(C2CC(c3ccc(Cl)cc3Cl)Nc3nc(N)nn32)c1 (stereo not given)
-5,6,O=C(CC1Sc2ccccc2NC1=O)OCC(=O)N1CCc2ccccc21 (stereo not given)
4,0,O=c1c2[nH]c3ccc(F)cc3c2ncn1CCN1CCOCC1
11,4,N=c1sccn1CC(=O)NCCc1ccc(Cl)cc1
6,8,O=C(NCCc1ccccc1)C(c1cccs1)N(C(=O)c1csnn1)C1CC1 (stereo not given)
4,3,COC(=O)c1[nH]c2ccc(C)cc2c1NC(=O)CN1CCN(Cc2ccccc2)CC1
4,-2,O=C(Nc1ccc(Oc2ccccc2)cc1)C1CCN(c2ncccn2)CC1
7,0,Nc1nc2ccccc2n1/N=C/c1ccc(-c2ccccc2)o1
10,5,Cn1nnnc1Sc1ncnc2scc(-c3ccc(F)cc3)c12
11,6,COc1cc2[nH]c(=S)n(CCN3CCOCC3)c(=O)c2cc1OC
14,3,CC1=C(C)C(=O)N(CCC(=O)O)C1=O
8,-2,CCC(=O)c1cc2c(cc1NC(=O)c1ccc(C)cc1)OCCO2
5,1,O=C(CCCN1C(=O)c2ccccc2C1=O)N1CCC(c2ccccc2)C1 (stereo not given)
-4,4,COc1ccc(C2N=C(Nc3ccc(C)cc3)Nc3nc(C)cc(=O)n32)cc1 (stereo not given)
0,0,C=C(C)CSC1=C(C#N)C(c2ccsc2)CC(=O)N1 (stereo not given)
1,4,CCOc1ccccc1N1CCN(Cc2cccc(OC)c2O)CC1
5,-3,Cc1ccc(-c2cc(C(=O)Nc3c(C#N)cnn3C)no2)cc1
0,0,CCN(CC)c1ccc(NC(=O)c2ccco2)c(C)c1
3,1,Cc1ccc2[nH]c(=O)c(CNC(C)(C)C)cc2c1
-11,8,Nc1nnc(CSCc2ccc(F)cc2)s1
8,2,CN1CCC(OC(=O)COc2ccc(C(C)(C)C)cc2)CC1
12,6,O=C(Nc1ccc(F)cc1)N1CCN(C/C=C/c2ccccc2)CC1
-2,-14,Cc1nc2ccccc2c2nc3ccccc3n12
3,5,CCc1nnc2c3cnn(-c4ccc(C)c(C)c4)c3ncn12
-4,6,NCCCCCc1nnc(SCc2cccc(Cl)c2)o1
-6,-1,COc1ccc(NC(C)=O)c2nc(C)c(C)nc12
5,2,CS(=O)(=O)N1CCN(c2ccccc2NC(=O)CSc2ccc(Cl)cc2)CC1
7,-1,CCOC(=O)c1c(CN2CCN(C)CC2)n(C)c2cc(Br)c(OC)cc12
-11,5,O=C(O)CCC(=O)N(Cc1cccnc1)Cc1cccc(F)c1
16,12,Cc1oc2nc(SCCCC(=O)NCCCO)nc(N)c2c1C
-2,-2,CCOC(=O)c1c(-c2cccs2)csc1NC(=O)CN1CC(C)OC(C)C1 (stereo not given)
0,0,C/C=C/c1ccc(OCCSc2nc(C)cc(=O)[nH]2)c(OC)c1
-7,4,COc1cc(C(=O)Nc2ccc(O)cc2C(=O)O)ccc1OC(C)=O
6,2,COC(=O)Cc1c(C)nc2nc(-c3ccc(OC)cc3)[nH]n2c1=O
18,2,CC(C)=CC(=O)OCC(=O)Nc1ccc(F)cc1Cl
14,6,Cc1ccc2c(c1)N(CC(=O)N1CCc3ccccc3C1)C(=O)CO2
9,0,COc1ccc(CN(C(=O)c2ccco2)c2ccc(C)cc2)cc1OC
-5,-7,CCOC(=O)CN(C(=O)CSc1nnc(-c2ccc(OC)c(OC)c2)o1)c1ccc(F)cc1
10,5,O=C(COC(=O)C1=COCCO1)NCCCc1ccccc1
11,7,Cc1nc2ccccc2n1CC(=O)NCc1ccccc1
0,0,CCc1cccc(NC(=O)NC2CCCCC2)c1
3,-6,COc1ccc(-c2nc(C#N)c(NCc3ccccc3Cl)o2)cc1OC
-21,-1,CCN1CC2CCCC3(C1)C(=O)NC1(CCCCC1)N=C23 (stereo not given)
15,-1,CCCSc1nnc(-c2cccc(S(=O)(=O)N(C)C)c2)n1-c1cc(OC)ccc1OC
0,3,O=c1c(F)cn(C2CCCO2)c(=O)n1Cc1ccccc1F (stereo not given)
-3,0,CC(C)(C)OC(=O)N1CC=C2C(C#N)=C(N)C(C#N)(C#N)[C@H](c3cccnc3)[C@H]2C1
3,3,CCOc1ccc(C2C(C#N)=C(N)SC(N)=C2C#N)c(OCC)c1

14 compounds from above, ordered by length of the SMILES, highest first:
TNAP Pi inh,TNAP inh pNP,Molecule
-3,0,CC(C)(C)OC(=O)N1CC=C2C(C#N)=C(N)C(C#N)(C#N)[C@H](c3cccnc3)[C@H]2C1
-5,-7,CCOC(=O)CN(C(=O)CSc1nnc(-c2ccc(OC)c(OC)c2)o1)c1ccc(F)cc1
15,-1,CCCSc1nnc(-c2cccc(S(=O)(=O)N(C)C)c2)n1-c1cc(OC)ccc1OC
-2,-2,CCOC(=O)c1c(-c2cccs2)csc1NC(=O)CN1CC(C)OC(C)C1 (stereo not given)
6,2,COC(=O)Cc1c(C)nc2nc(-c3ccc(OC)cc3)[nH]n2c1=O
14,6,Cc1ccc2c(c1)N(CC(=O)N1CCc3ccccc3C1)C(=O)CO2
-7,4,COc1cc(C(=O)Nc2ccc(O)cc2C(=O)O)ccc1OC(C)=O
3,-6,COc1ccc(-c2nc(C#N)c(NCc3ccccc3Cl)o2)cc1OC
-21,-1,CCN1CC2CCCC3(C1)C(=O)NC1(CCCCC1)N=C23 (stereo not given)
0,3,O=c1c(F)cn(C2CCCO2)c(=O)n1Cc1ccccc1F (stereo not given)
16,12,Cc1oc2nc(SCCCC(=O)NCCCO)nc(N)c2c1C
10,5,O=C(COC(=O)C1=COCCO1)NCCCc1ccccc1
11,7,Cc1nc2ccccc2n1CC(=O)NCc1ccccc1
0,0,CCc1cccc(NC(=O)NC2CCCCC2)c1

(cont.)
TNAP Pi inh,TNAP inh pNP,Molecule
5,-2,COC(=O)c1cc(OC)c(OC)cc1NC(=O)c1c(-c2ccccc2)noc1C
-4,0,CCOc1ccc(C(=O)NCCN(C)C)cc1
6,2,CCOC(=O)CSc1nc2ccccc2c(=O)n1C
10,7,CN(C)c1ccc(C(C(=O)NC(C)(C)C)N(C(=O)c2csnn2)C2CC2)cc1 (stereo not given)
6,7,O=C(O)c1ccc(COc2cccc(CO)c2)cc1
-2,-11,O=S(=O)(NC1CCCC1)c1ccc(S(=O)(=O)N2CCCN(Cc3ccccc3)C2)cc1
7,-2,CCCOc1ccc(-c2nc(C#N)c(N3CCN(C)CC3)o2)cc1
7,0,COc1cc(C)c(S(=O)(=O)Nc2ccccc2F)cc1C
7,4,CCOCc1nnc(NC(=O)COC)s1
-6,-10,COc1ccc(OCCOCC(O)CN2CCOCC2)cc1 (stereo not given)
5,3,COc1ccc(CN(C)C2CCCCC2)cc1
9,4,Cn1c(SCC(=O)Nc2ccc(N3CCOCC3)cc2)nnc1-c1ccccc1
14,1,CCCCCCSC1=C(C#N)C(c2ccc(C)o2)CC(=O)N1 (stereo not given)
-8,-3,Cc1ccc(C(=O)CC2(O)C(=O)N(Cc3ccccc3Cl)c3ccccc32)o1 (stereo not given)
-15,-17,CCN(CC)CCOC(=O)C1(c2ccc(OC)c(OC)c2)CCCC1
0,0,CSc1ccc(CN(C)CC(=O)NC(=O)NC(C)(C)C)cc1
9,-4,Nc1nncn1C(=O)CCCN1C(=O)c2ccccc2C1=O
5,2,CSc1nc2sc3c(c2c(=O)[nH]1)CCC(C)C3 (stereo not given)
-24,0,CCC(=O)Nc1sc(C(=O)N2CCCCC2)c(C)c1C#N
15,5,CC(C)CN(C(=O)COC(=O)c1cc2ccccc2oc1=O)C1CCS(=O)(=O)C1 (stereo not given)
2,-2,Cc1ccccc1NC(=O)CSc1nnnn1C
-6,-6,O=C(CCN1C(=O)C2CC=C(Cl)CC2C1=O)NCc1ccco1 (stereo not given)
-3,6,C=C(C)c1cccc(C(C)(C)NC(=O)NCCCN2CCCC2=O)c1
3,4,COc1ccccc1-c1noc(-c2ccccc2C(=O)Nc2ccccc2)n1
15,7,Cn1c(SCC(N)=O)nnc1-c1ccccc1
6,2,CCn1c(C(O)c2ccccc2)nc2ccccc21 (stereo not given)
0,0,Cc1ccc(-c2cc(C(=O)NCc3cccs3)no2)cc1
2,7,O=C(COC(=O)CCC(=O)c1ccc(Cl)cc1)NCC1CCCO1 (stereo not given)
7,9,COCCCNC(=O)C1CC(=O)N(c2ccc(C)cc2)C1 (stereo not given)
-18,5,O=C(NCc1ccncc1)c1cccc(F)c1
